MITF act = MITF TRPM1 promoter activation in melanoma cells; actives 0.75% (n = 300,000); activation, % at 12.5 µM; SK-MEL-5 TRPM1-promoter luciferase, 24 h; % of positive control, neutral wells = 0;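 active means mean activation of at least 80% with every replicate also reaching 80%; inconclusive means mean reaches 80% but some replicate falls short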;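 further: 0% = neutral control wells and 100% = parthenolide positive control wells; values of inactives mirror those of a sister screen read the other way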
cardiac RTF act = increases calcium sensitivity of human cardiac regulated thin filaments | actives 0.24% (n = 340,000) | IANBD-labeled TnC RTF fluorescence at EC20 calcium; 0% EC20 calcium, 100% full calcium | P19429+P45379 | activation, % at 7.2 µM;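 active means activation above the mean over all tested compounds plus 3 SD, cut at about 30% in these data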;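 further: rise in fluorescence read as greater calcium sensitivity of cardiac thin filaments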
Tat export inh = E. coli Tat transport inhibition | E. coli MC4100 TorA-mCherry Tat export, fluorescence | inhibition, % at 10 µM | actives 0.036% (n = 340,000) | AID 488895;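 active means mean replicate inhibition at least 50% and at least half of replicates individually reaching 50%; inconclusive means only one of the two criteria met; inactive means neither criterion met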;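 further: exported cargo escapes ClpAP degradation while cytoplasmic cargo is degraded and loses fluorescence; 0% = median of neutral control wells and 100% = median of NaSCN control wells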
CDK5 p35 inh = blocks human CDK5/p35 kinase activity; Q00535+Q15078; Recombinant CDK5/p35, ADP-Glo luminescence, 60 min; inhibition, % at 10 µM; actives 0.01% (n = 330,000); AID 488839;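 active means highest replicate inhibition of at least 50% and at least 75% of replicates reaching 50%; inconclusive means only one of the two criteria met; inactive means both criteria failed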;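 further: plate controls were DMSO neutral control for no effect and GW8510 at 10 µM for full effect; many of its hits are not listed in these tables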
V-ATPase pHluor = yeast V-ATPase proton transport regulation by pHLuorin | S. cerevisiae, pHLuorin cytosolic pH fluorescence | response, % at 10 µM | actives 0.37% (n = 350,000) | AID 504577; in the data active means response mostly above about 7.3%, no sharp cut-off; inactive means mostly below about 5.4%; further: actives read high; inactives centre near 0; some compounds called inactive have numbers as strong as hits; reference of the scale not given here
Rtt109 HAT inh = blocks Candida albicans Rtt109/Vps75 acetyltransferase activity; Q5AAJ8; purified Rtt109/Vps75, ThioGlo CoA-SH fluorescence, 4 h; AID 540336; actives 0.16% (n = 330,000); inhibition, % at 34.9 µM;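 active means inhibition of at least 50% in every replicate; inconclusive means best replicate reaches 50% inhibition but some replicates fall short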
Target sequence (Q5AAJ8 whole entry, looked up): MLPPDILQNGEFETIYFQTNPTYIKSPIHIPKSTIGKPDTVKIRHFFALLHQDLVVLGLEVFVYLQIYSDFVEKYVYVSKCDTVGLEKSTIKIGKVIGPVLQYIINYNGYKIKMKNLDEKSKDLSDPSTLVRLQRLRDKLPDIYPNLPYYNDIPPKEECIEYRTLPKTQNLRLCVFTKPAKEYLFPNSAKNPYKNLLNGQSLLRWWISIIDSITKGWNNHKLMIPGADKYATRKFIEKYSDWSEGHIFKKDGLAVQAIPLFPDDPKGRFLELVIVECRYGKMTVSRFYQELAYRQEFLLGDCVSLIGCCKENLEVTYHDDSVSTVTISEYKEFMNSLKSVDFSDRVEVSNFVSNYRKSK
dFosB activator = mouse delta FosB homodimer activation | AID 493131 | activation, % at 25 µM | actives 0.99% (n = 340,000) | purified delta FosB, TAMRA-CDK5 oligo fluorescence polarization; percent of positive-control signal above neutral wells | P13346;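 active means mean activation above about 17%, with every replicate also reaching it, limit read from the data, passing the limit was not always enough; inconclusive means only one of the two conditions met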;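 further: fluorescence polarization rise as delta FosB binds a TAMRA Cdk5 AP-1 oligo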
Target sequence (P13346 whole entry, looked up): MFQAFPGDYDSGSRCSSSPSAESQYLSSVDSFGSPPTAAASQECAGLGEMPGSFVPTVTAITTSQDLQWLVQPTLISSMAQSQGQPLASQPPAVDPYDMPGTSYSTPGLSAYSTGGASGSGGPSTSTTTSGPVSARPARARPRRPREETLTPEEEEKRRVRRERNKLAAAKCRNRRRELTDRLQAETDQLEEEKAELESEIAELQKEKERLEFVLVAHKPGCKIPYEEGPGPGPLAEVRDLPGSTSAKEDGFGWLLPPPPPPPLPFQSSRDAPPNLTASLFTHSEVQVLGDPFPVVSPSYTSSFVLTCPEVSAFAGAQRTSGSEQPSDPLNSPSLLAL
Wnt bcat act = Wnt/beta-catenin pathway activation; activation, % at 9.35 µM; Wnt/beta-catenin reporter cell assay, activator, plate reader; actives 1.2% (n = 300,000); in the data active means activation above about 30%, passing the limit was not always enough; inconclusive means no clear call, values can overlap the other calls;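 further: 0% = neutral control wells and 100% = positive control wells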
CAL PDZ FP-1 = CAL PDZ (human) peptide binding inhibition | purified CAL PDZ, TMR-peptide fluorescence polarization, 1 h | inhibition, % at 24.9 µM | actives 0.92% (n = 300,000) | AID 602252;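 active means mean inhibition of at least 30% with at least half of replicates also reaching 30%; inconclusive means no clear call, values can overlap the other calls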;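 further: 0% = DMSO neutral control and 100% = excess unlabeled competitor peptide PRC23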
CAL PDZ FP-2 = blocks peptide binding to human CAL PDZ domain; Q9HD26; inhibition, % at 20 µM; AID 504414; purified CAL PDZ, TMR-peptide fluorescence polarization, 1 h; actives 0.02% (n = 330,000);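 active means highest replicate inhibition of at least 40%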;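 further: plate controls were DMSO neutral control wells for no effect and unlabeled competitor peptide control wells for full effect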
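Material: tagged CAL PDZ domain; buffer or medium: 25 mM sodium phosphate pH 7.4, 150 mM NaCl, TCEP, IgG, Thesit; compound dosing: single point, 20 µM; schedule: 1 h incubation at room temperature before polarization reading; measured by: FP readout, S and P plane fluorescence; read-out basis: percent inhibition from loss of millipolarization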
An asterisk follows results filed as active; ? = inconclusive; nt = no result given.

canonical_smiles	V-ATPase pHluor	Wnt bcat act	CAL PDZ FP-1	CDK5 p35 inh	cardiac RTF act	CAL PDZ FP-2	Tat export inh	dFosB activator	Rtt109 HAT inh	MITF act
COc1ccc(OC)c(NC(=O)C2CCC(CNc3c(N4CCC(C)CC4)c(=O)c3=O)CC2)c1 (stereo unspecified)	4	-1	nt	0.3	2	-0.3	3	-10	13	-9
COc1cc(OC)cc(C(=O)NC(=S)Nc2ccc3oc(=O)ccc3c2)c1	-3	-1	-2	0.4	1	-2.5	-10	-11	-4	-4
CC(=O)Nc1ccc(C(=O)OCC(=O)NC(=O)NC(C)(C)C)cc1	-4	nt	-3	1.3	-1	0.0	5	1	8	0
CC1(/[N+]([O-])=C/c2ccc(Cl)cc2Cl)CCCCC1=O (stereo unspecified)	-3	-1	nt	0.1	nt	-0.4	-1	-6	12	nt
O=C1N=C(N2CCN(c3ccccc3)CC2)SC1Cc1ccccc1 (stereo unspecified)	-1	nt	-3	-0.3	0	-2.5	-3	-5	11	3
COC(=O)c1cccc(NC(=O)c2ccc3c(c2)C(=O)N(Cc2cccnc2)C3=O)c1	-2	-5	-1	-3.0	1	-2.2	-6	-15	-2	4
CCOc1ccc(/C=C2\SC(=S)N(CCC(=O)Nc3ccccc3C(=O)O)C2=O)cc1	-2	0	-5	1.2	-6	-2.7	-11	-13	-1	2
O=C(N/N=C/c1c[nH]c2ccccc12)C1CC1(c1ccccc1)c1ccccc1 (stereo unspecified)	-1	-7	-2	1.3	-3	0.6	5	-4	-12	-11
COc1ccc(S(=O)(=O)N(C)CC(=O)Nc2ccc3c(c2)OCCO3)cc1OC	0	nt	-2	-0.4	1	-0.8	2	-4	-3	9
COCC(C)NS(=O)(=O)c1ccc(C)cc1 (stereo unspecified)	4	-1	-3	0.3	-1	-2.9	4	-3	-4	-10
Cc1ccccc1/C=N\NC(=O)c1ccc(Cn2cccn2)o1	-1	nt	-2	-2.8	-2	0.0	5	-14	-4	3
CN(C(=O)c1ccc(NC(=O)C2CCCN(C(=O)OC(C)(C)C)C2)cc1)C1CCCC1 (stereo unspecified)	7	-1	3	-0.6	3	-2.0	-3	-4	11	-3
Cc1cc(C)c(S(=O)(=O)Nc2cccc(S(=O)(=O)NC3=NCCC3)c2)c(C)c1	1	0	-2	-2.1	1	-3.0	6	-1	-5	13
O=C(NN=Cc1cccc([N+](=O)[O-])c1)c1cc(-c2cccnc2)nc2ccccc12	2	-3	4	1.0	-8	-1.2	-1	-6	8	12
O=C(CCNS(=O)(=O)c1ccc(OC(F)(F)F)cc1)N1CCN(C/C=C/c2ccccc2)CC1	5	1	-2	-0.6	-3	-2.6	11	-3	25	-8
Cc1ccccc1NC(=O)COC(=O)c1cccc(S(=O)(=O)N2CCCCC2)c1	-4	1	-1	0.2	-2	-0.7	2	-1	2	-1
Cc1ccc(N2C(=O)C3C4C=CC(C4)C3C2=O)cc1 (stereo unspecified)	-1	nt	-1	0.9	4	-2.1	-2	-3	-2	-1
COc1cc2c(cc1OC)C(c1ccccc1F)NCC2 (stereo unspecified)	-2	0	1	0.3	6	nt	-4	8	-5	5
Cc1nnc(Cl)c2nn(-c3ccccc3F)c(C)c12	0	0	-2	1.0	1	0.2	7	2	-10	6
Cc1cc(C(C)(C)C)oc1C(=O)NCCCNC(=O)c1oc(C(C)(C)C)cc1C	-1	-3	-1	1.1	-2	0.1	-10	6	-3	-3
COc1ccc(CCNS(=O)(=O)c2cccc(S(=O)(=O)N3CCCC3)c2)cc1OC	0	nt	-1	-2.3	-2	-1.0	4	-5	-11	-9
Cc1ccc(-n2c(O)c(/C=N/c3ncn[nH]3)c3ccccc3c2=O)cc1	-2	-3	-20	-1.4	1	-2.8	1	-38	45	-8
CC(CC(=O)NCC1CCCO1)c1ccccc1 (stereo unspecified)	6	nt	0	-0.1	1	-3.9	-4	-8	nt	19
CCOC(=O)C1(Cc2ccccc2)CCCN(C2CCCC2)C1 (stereo unspecified)	1	-1	-6	2.4	6	-2.7	-1	-4	10	5
Cc1ccccc1C(=O)Nc1ccccc1	-2	nt	-3	-0.2	0	-1.5	-6	8	6	48
COC(=O)c1ccc(N2CCOCC2)c(NC(=O)c2ccco2)c1	3	-2	-2	-2.6	3	-3.2	1	1	-3	-1
Cc1cccc(Nc2nnc(SCC(=O)Nc3ccccc3[N+](=O)[O-])s2)c1	5	2	0	-0.1	-6	-0.4	13	2	-2	4
CCOC(=O)Cn1c(CN2CCOCC2)nc2c1c(=O)[nH]c(=O)n2C	3	-2	-5	0.9	-2	-0.9	14	0	6	-17
Cc1ccccc1NS(=O)(=O)c1cc(S(C)(=O)=O)ccc1Cl	2	nt	nt	1.8	-2	-0.4	4	-5	3	-4
Cn1nc(-c2ccc(N3CCOCC3)c(NS(=O)(=O)c3ccc(Cl)cc3)c2)c2ccccc2c1=O	1	1	-4	1.4	0	nt	-21	11	9	-17
Cc1ccc(C2CC(c3ccc(Cl)cc3)n3nc(N)nc3N2)cc1 (stereo unspecified)	-3	1	0	1.2	1	-0.2	4	-8	5	16
Cc1cc(C)nc(NS(=O)(=O)c2ccc(NC(=O)Nc3ccccc3)cc2)n1	-3	0	3	-0.4	5	-4.6	-1	-4	10	-1
CC(C(=O)NC1CCCCC1)N1CCN(S(=O)(=O)c2cccs2)CC1 (stereo unspecified)	-2	-3	1	-0.6	1	-0.8	-2	-5	0	2
CC(NC(=O)c1ccc(Cn2cc([N+](=O)[O-])cn2)cc1)c1ccccc1 (stereo unspecified)	-1	-6	-4	1.1	-4	-0.7	1	-9	5	1
O=C(NNC(=O)C1CCCC1)c1ccc(F)cc1	-2	-2	-5	-0.3	-7	-2.8	4	0	-19	-5
CCCCN(C(C)=O)c1c(N)n(CCC)c(=O)n(CC(=O)Nc2cc(Cl)cc(Cl)c2)c1=O	2	-3	-12	-0.6	4	-0.8	7	-25	5	1
Cc1ccccc1N(CC(=O)NC1CCCCC1)C(=O)CCCC(=O)Nc1ccccn1	-2	-2	1	-0.8	-3	-0.9	-8	-5	-4	-2
CCOC(=O)N1CCC(N2C(=O)c3ccccc3C2Nc2ccc3c(C)cc(=O)oc3c2)CC1 (stereo unspecified)	-3	-1	0	-1.0	4	-0.8	10	-2	6	-1
COc1cc(NC(=O)C2CCCO2)c(C(=O)O)cc1OC (stereo unspecified)	-2	-1	nt	-1.5	-1	-1.3	-2	-4	1	-10
Cc1ccc2nc3n(c2c1)CCCN3	-1	-1	-2	0.1	-3	-0.8	18	4	6	9
Cc1nc2cc(NC(=O)c3ccco3)ccc2n1C	5	?	-2	2.8	-6	-1.7	3	1	-4	21
CC(C)N1C/C(=C/c2ccsc2)C(=O)/C(=C/c2ccsc2)C1	3	nt	10	1.5	0	0.1	-8	-10	-10	-100
NNC(=O)CC1=NNC(=O)C1	0	-4	-2	-0.2	2	-0.5	-4	5	-9	-6
CCOC(=O)Cc1csc(NC(=O)Cc2ccccc2[N+](=O)[O-])n1	3	-1	-2	-0.7	0	0.1	1	-12	-8	1
COC(=O)C(NC(=O)Nc1ccccc1OC)C(C)C (stereo unspecified)	1	nt	0	0.0	0	-1.7	1	5	-6	nt
COC(=O)CN1C(=O)Nc2ccc(C)cc2C1c1ccccc1 (stereo unspecified)	-1	-2	nt	-1.1	3	-1.3	10	-2	-2	8
Cc1ccc(N2CC(C(=O)OCC(=O)Nc3ccc(Cl)cc3)CC2=O)cc1 (stereo unspecified)	-2	-1	-4	1.3	1	-0.7	-1	-17	-4	11
O=[N+]([O-])c1ncccc1OCc1ccccc1Br	0	0	-3	2.3	-1	-2.2	4	-4	7	46
CCC(=O)c1ccc(OCC(O)CNCc2ccc(F)cc2)cc1 (stereo unspecified)	0	-1	-9	0.0	5	-0.1	5	0	-4	-4
O=C(COC(=O)c1ccccc1)Nc1ccccc1Br	-8	2	-1	-0.2	-3	-1.6	2	2	-5	11
COc1ccc2cc(C(=O)COC(=O)COc3ccc4c(C)cc(=O)oc4c3)ccc2c1	-3	nt	-3	2.9	-5	-0.9	5	10	1	8
CC(C)(C)C(=O)Nc1nc2c(s1)CN(Cc1ccccc1)CC2	-1	-2	-3	4.0	9	-0.4	-2	4	1	72
O=C(Nc1ccccc1OC(F)F)c1cccc(S(=O)(=O)N2CCCC2)c1	-1	2	13	0.2	-4	-1.0	-1	-12	9	-11
O=C(COc1ccc(Cl)cc1Cl)NC(=O)N1CCOCC1	1	15	2	-0.9	-4	0.4	5	0	6	66
CN(Cc1ccccc1)C(=O)COC(=O)c1cc([N+](=O)[O-])ccc1N1CCOCC1	-6	3	nt	-0.8	7	-1.4	1	4	14	12
CC(C)CC1CC(C)(c2csc(NNC(=O)c3ccccc3)n2)OC1=O (stereo unspecified)	-1	1	nt	-0.2	8	-1.0	-6	-3	-5	5
O=C(/C=C/c1cccc(F)c1)N1CCc2ccccc21	3	nt	-1	2.4	13	-0.7	-2	-15	2	58
CC[C@@H](C(=O)[C@@H](C)[C@@H](O)[C@H](C)CCc1ccc(C)c(O)c1C(=O)O)[C@H]1O[C@](CC)([C@H]2CC[C@](O)(CC)[C@H](C)O2)C[C@@H]1C	1	-27	1	-1.5	0	0.2	9	-18	26	-36
CCOC(=O)/C(C#N)=C1/CCCCCN1C	1	nt	-1	-0.7	-2	-0.4	2	3	9	4
Cc1ccc(/C=C/c2ccc(=O)n(Cc3ccc(Cl)cc3Cl)n2)cc1	2	nt	-3	-0.7	-6	0.7	-7	-8	7	-10

The results go on:
canonical_smiles	V-ATPase pHluor	Wnt bcat act	CAL PDZ FP-1	CDK5 p35 inh	cardiac RTF act	CAL PDZ FP-2	Tat export inh	dFosB activator	Rtt109 HAT inh	MITF act
CN1C(=O)c2ccc(C(=O)Nc3ccc4c(c3)OCO4)cc2C1=O	-1	-3	-4	0.7	2	-0.3	-8	6	-6	7
Cc1ccc(SCC(=O)OCC(=O)NCc2cccs2)cc1C	1	2	nt	0.7	-4	0.4	0	0	-9	4
CC(=O)Nc1ccc(-n2nnnc2SCC(=O)NC2CCCC2)cc1	1	0	-2	1.0	-4	-0.7	-1	-3	4	4
CC1Cc2ccccc2N1C(=O)COC(=O)CCc1nc2ccccc2c(=O)[nH]1 (stereo unspecified)	-1	-1	-2	-1.1	-8	0.2	-1	4	-3	-4
COc1ccccc1S(=O)(=O)Cc1ccc(C(=O)NCc2ccco2)o1	0	1	-1	-1.2	-8	-2.7	-13	-1	-12	5

High-throughput results from PubChem.
